Assay outcomes as filed in PubChem.
MEP2-GFP yeast = modulators of TOR pathway MEP2-GFP in S. cerevisiae | S. cerevisiae MEP2-GFP strain, flow cytometry GFP, 3 h; 100% = DMSO control level | GFP response vs DMSO, % at 10 µM | 330,000 compounds, 0.51% hits;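 active = GFP response versus DMSO above a set limit, roughly screen mean plus 3 SD, cut at about 180% in these data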;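 note: median GFP fluorescence of the barcode-gated MEP2-GFP cells per well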
GRK2 aptamer HTS = inhibitors of human GRK2 displacing RNA aptamer; P25098; bead flow cytometry, FAM-aptamer displacement from GRK2; inhibition of aptamer binding, % at 10 µM; 330,000 compounds, 0.59% hits;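 active = inhibition of aptamer binding above 40%, roughly 3 SD of noise, on plates passing a quality check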;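 note: median bead fluorescence of bound FAM aptamer so fluorescent compounds give negative values; no value below 0 was filed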
CIT2 TOR yeast = yeast TOR pathway CIT2-GFP modulation. S. cerevisiae CIT2-GFP strain, flow cytometry, 3 h; 100 means same as DMSO wells. AID 2029. 320,000 compounds, 0.065% hits. GFP response vs DMSO, % at 10 µM;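 active = GFP response relative to DMSO above a set limit, near the screen mean plus 3 SD, cut at about 150% in these data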;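 note: ratio of well median GFP fluorescence to mean of DMSO wells on the plate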
Yeast superoxide = yeast age-related superoxide inhibition as caloric restriction mimetic; superoxide response (% of plate mean), % at 10 µM; 330,000 compounds, 0.18% hits; S. cerevisiae aged cells, superoxide DHE fluorescence; stronger effect = lower value;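 active = superoxide response under a set limit, about three screen SD below normal, cut at about 65% in these data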;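 note: yeast aged for seven days with compound at 30 °C before DHE staining; 100% = average MFI of all compound-treated wells on the plate with controls excluded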
VLA-4 inh = inhibition in a human VLA-4 binding assay | P13612 | VLA-4 expressing cells, ligand binding flow cytometry | inhibition, % (about 7 µM as worked out from the volumes in the protocol) | 330,000 compounds, 0.2% hits; in the data active = inhibition above about 50%
Target sequence (P13612 whole entry, looked up): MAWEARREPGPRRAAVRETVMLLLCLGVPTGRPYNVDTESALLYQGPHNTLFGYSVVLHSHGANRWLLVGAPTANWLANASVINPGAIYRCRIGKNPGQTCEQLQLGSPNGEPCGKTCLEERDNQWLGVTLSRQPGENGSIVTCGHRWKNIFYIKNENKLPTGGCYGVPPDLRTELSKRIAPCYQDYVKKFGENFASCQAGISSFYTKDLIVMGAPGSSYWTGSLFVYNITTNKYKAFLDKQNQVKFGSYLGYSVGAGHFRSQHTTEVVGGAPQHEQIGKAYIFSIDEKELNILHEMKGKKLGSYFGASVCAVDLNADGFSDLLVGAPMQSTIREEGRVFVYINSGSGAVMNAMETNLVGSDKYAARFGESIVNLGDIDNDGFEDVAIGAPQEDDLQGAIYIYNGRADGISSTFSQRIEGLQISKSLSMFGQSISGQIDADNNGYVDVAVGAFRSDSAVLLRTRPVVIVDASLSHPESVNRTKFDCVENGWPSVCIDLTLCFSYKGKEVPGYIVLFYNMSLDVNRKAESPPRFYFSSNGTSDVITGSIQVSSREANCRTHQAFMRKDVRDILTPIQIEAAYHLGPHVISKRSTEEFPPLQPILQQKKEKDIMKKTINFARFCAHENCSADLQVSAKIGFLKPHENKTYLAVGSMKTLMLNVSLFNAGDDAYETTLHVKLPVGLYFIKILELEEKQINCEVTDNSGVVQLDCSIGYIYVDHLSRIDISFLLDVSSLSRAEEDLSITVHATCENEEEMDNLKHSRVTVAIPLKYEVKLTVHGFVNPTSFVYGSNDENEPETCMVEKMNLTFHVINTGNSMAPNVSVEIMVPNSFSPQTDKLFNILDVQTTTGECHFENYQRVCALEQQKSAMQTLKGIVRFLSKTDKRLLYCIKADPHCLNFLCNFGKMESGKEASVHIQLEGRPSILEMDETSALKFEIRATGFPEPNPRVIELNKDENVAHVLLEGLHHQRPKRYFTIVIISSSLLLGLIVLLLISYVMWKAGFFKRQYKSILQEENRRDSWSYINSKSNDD
RPL19A-GFP yeast = alters RPL19A-GFP fluorescence in TOR pathway yeast screen. S. cerevisiae RPL19A-GFP strain, flow cytometry, 3 h; stronger effect = lower value. percent response vs DMSO, % at 10 µM. 330,000 compounds, 0.3% hits. AID 2025;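 active = percent response vs DMSO below 50%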;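 note: median channel GFP fluorescence of the barcoded RPL19A-GFP strain; ratio of sample median GFP to plate DMSO average so 100% = DMSO; lower means less RPL19A-GFP as with rapamycin TOR inhibition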
LAP4 TOR yeast = alters LAP4-GFP fluorescence in TOR pathway yeast screen | S. cerevisiae LAP4-GFP multiplex, flow cytometry GFP, 3 h; median GFP as percent of DMSO wells | GFP response vs DMSO, % at 10 µM | 320,000 compounds, 0.34% hits;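 active = GFP response vs DMSO above a set limit, about the screen mean plus 3 SD, cut at about 150% in these data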
AGP1-GFP MLPCN = modulators of TOR pathway AGP1-GFP in S. cerevisiae. GFP response vs DMSO, % at 10 µM. S. cerevisiae AGP1-GFP multiplex flow cytometry, 3 h; GFP as percent of DMSO wells. 320,000 compounds, 0.02% hits;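 active = GFP response relative to DMSO above a set limit, near screen average plus 3 SD, cut at about 150% in these data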;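 note: median GFP channel fluorescence of the gated AGP1 strain per well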
An asterisk follows results filed as active; . = not tested or not shown.

Molecule	CIT2 TOR yeast	VLA-4 inh	AGP1-GFP MLPCN	Yeast superoxide	MEP2-GFP yeast	GRK2 aptamer HTS	LAP4 TOR yeast	RPL19A-GFP yeast
Cc1ccc(-c2nnn(CC(=O)N(c3ccccc3F)C(C(=O)NC3CCCC3)c3ccco3)n2)o1 (stereo not drawn)	100.1	11.4	103.8	105.5	98.4	3.0	103.8	100.6
CSCC[C@H](NC(=O)c1ccc2c(c1)OCO2)c1nnc2ccccn12	89.6	-12.6	92.4	91.4	91.5	0.0	87.7	91.7
COc1ccc(C(=O)NCc2ccccc2)cc1Br	85.3	-4.2	91.0	96.8	100.3	0.0	100.0	104.1
CCOc1c(OC)cccc1C(=O)NCC1(c2ccccc2)CCCC1	104.8	1.0	101.6	93.8	113.3	0.0	99.0	105.5
O=c1[nH]c(CCC2CCCC2)nc2ccccc12	95.6	11.0	110.5	98.1	110.2	0.0	99.7	104.6
COc1ccc(C2C(C(=O)N3CCCC3)c3cc(OC)c(OC)cc3C(=O)N2C)cc1 (stereo not drawn)	94.5	19.0	96.4	108.3	99.0	0.0	98.3	100.3
COc1cc(C(=O)OCC(=O)Nc2cc(C)on2)ccc1OCc1ccccc1Cl	110.7	-0.7	101.6	103.7	102.2	0.0	105.4	100.2
COC(=O)c1cc2ccccc2oc1=O	97.4	16.2	100.9	92.5	99.3	0.0	96.9	99.5
O=C(O)C1CC(=O)N(c2ccc(Br)cc2)C1 (stereo not drawn)	107.6	6.1	99.2	104.3	94.3	2.0	83.8	94.2
Cc1c(Cl)cccc1NC(=S)NNc1ncc(C(F)(F)F)cc1Cl	97.0	.	92.3	114.5	96.1	0.0	97.4	95.1
CCCCOC(=O)CCc1c(C)n[nH]c1C	101.4	-4.6	103.7	115.6	94.1	0.0	97.8	95.7
COc1cccc(-c2ccc(NC(=O)C3CCCN(Cc4ccc(CO)o4)C3)cc2)c1 (stereo not drawn)	91.4	7.7	96.5	123.3	98.2	0.0	92.8	94.0

Rewritten field by field: part of the list above.
> COc1cccc(-c2ccc(NC(=O)C3CCCN(Cc4ccc(CO)o4)C3)cc2)c1 (stereo not drawn)
- CIT2 TOR yeast: 91.4
- VLA-4 inh: 7.7
- AGP1-GFP MLPCN: 96.5
- Yeast superoxide: 123.3
- MEP2-GFP yeast: 98.2
- GRK2 aptamer HTS: 0.0
- LAP4 TOR yeast: 92.8
- RPL19A-GFP yeast: 94.0
> COc1ccc(C(=O)NCc2ccccc2)cc1Br
- CIT2 TOR yeast: 85.3
- VLA-4 inh: -4.2
- AGP1-GFP MLPCN: 91.0
- Yeast superoxide: 96.8
- MEP2-GFP yeast: 100.3
- GRK2 aptamer HTS: 0.0
- LAP4 TOR yeast: 100.0
- RPL19A-GFP yeast: 104.1

(list continues)
Molecule	CIT2 TOR yeast	VLA-4 inh	AGP1-GFP MLPCN	Yeast superoxide	MEP2-GFP yeast	GRK2 aptamer HTS	LAP4 TOR yeast	RPL19A-GFP yeast
CC(=O)Nc1ccccc1NC(=O)C/C(C)=N/NC(=O)C(=O)N1CCCCC1	111.0	-2.2	101.8	88.3	103.6	0.0	99.5	105.5
CCOc1ccc(S(=O)(=O)NCCC(=O)N2CCN(c3ncccn3)CC2)cc1	101.8	0.0	106.5	114.0	100.0	2.0	103.7	104.8
CN(Cc1nc2ccccc2c(=O)[nH]1)C(=O)c1ccccc1OCc1ccc(Cl)cc1	95.7	5.1	96.2	99.8	98.2	1.0	111.9	102.5
COc1ccc(-c2nc3ccc([N+](=O)[O-])cc3[nH]2)cc1	91.5	10.7	86.3	90.9	102.2	0.0	114.8	88.1
Cc1ccccc1NS(=O)(=O)c1cc(C(=O)NCc2ccncc2)ccc1Cl	89.7	-9.1	91.0	108.8	91.4	4.0	84.2	98.0
COc1cc2c(c(OC)c1OC)-c1c(cc(OC)c(OC)c1OC)C[C@](C)(O)[C@@H](C)C2	108.5	-3.1	88.6	98.5	95.5	3.0	123.4	102.5
CC(C)COc1ccc(C(=O)Nc2sc3c(c2C(=O)O)CC(C)(C)OC3)cc1	104.8	9.8	106.6	90.2	105.5	3.0	102.2	101.6
OC(COCC1COc2ccccc2O1)CN1CCN(c2ccc(F)cc2)CC1 (stereo not drawn)	103.7	-2.4	99.6	98.2	99.7	0.0	99.1	103.8
Cc1cc(C)c(-c2csc(NC(=O)C3=COCCO3)n2)c(C)c1	102.2	-8.1	113.0	89.6	109.7	0.0	119.9	111.4
CN(C)CC(O)COc1ccc(-c2ccc(C#N)cc2)cc1 (stereo not drawn)	84.7	15.2	98.1	93.4	95.5	0.0	95.3	94.7
O=C(Nc1ccccc1)C(=O)Nc1ccccn1	98.3	8.6	96.9	86.1	102.9	47.0*	99.4	97.0
O=C1CC(Sc2ccc(Cl)cc2)C(=O)N1Cc1ccncc1 (stereo not drawn)	86.8	16.0	95.4	114.3	87.6	2.0	96.5	93.6
N#CC1=C(c2ccc(-c3ccccc3)cc2)COC1=O	96.9	-26.9	103.0	101.3	106.2	3.0	105.7	98.9
COc1cccc2oc(-c3ccco3)cc(=O)c12	95.5	32.1	79.7	105.7	90.0	3.0	107.4	93.9
Cc1ccc(OCC(=O)NC(=S)Nc2cccc(NC(=O)c3ccc(Cl)cc3Cl)c2)cc1	102.1	-4.4	100.6	126.0	104.2	3.0	98.5	105.3
COCCNC(=O)C(C)N(c1ccc(Oc2ccccc2)cc1)S(C)(=O)=O (stereo not drawn)	87.6	10.8	87.4	95.3	91.8	3.0	90.7	90.0
CN(C)/C=C/C(=O)c1ccc2noc(-c3cccc(F)c3)c2c1	88.6	9.0	64.9	96.8	99.0	0.0	94.5	102.1
O=C(CSc1ccccc1)Nc1cccc(S(=O)(=O)N2CCOCC2)c1	96.4	-9.8	99.6	100.6	103.7	2.0	98.5	100.5
Cc1ccc(Nc2nc(N)nc(CN3CCN(Cc4ccc5c(c4)OCO5)CC3)n2)c(C)c1	93.3	4.6	95.5	118.4	93.2	0.0	90.8	96.6
N#C/C(C(=O)N1CCCC1)=C1/N=C(N)c2ccccc21	97.0	8.9	98.8	125.5	99.5	3.0	85.4	106.1
COc1ccc(-c2c(-c3ccc4c(c3)OCO4)noc2C)cn1	69.3	19.9	81.4	97.5	99.2	0.0	132.6	98.0
Cc1c(C)c2ccc(O[C@@H]3O[C@H](CO)[C@H](O)[C@H](O)[C@H]3O)cc2oc1=O	103.6	3.8	100.4	94.9	107.4	0.0	89.3	108.0
CCOc1ccccc1C(=O)Nc1ccccc1-c1ccccc1	98.3	-2.4	99.3	90.1	97.9	0.0	103.5	102.5
CN(CC(=O)Nc1ccc(F)cc1)C(=O)CCc1ccccc1	92.6	-3.0	96.1	91.2	104.7	0.0	98.7	95.3
COc1ccc(CCC(=O)Nc2cc3c4c(c2)CCC(=O)N4CCC3)cc1	102.6	0.8	106.5	106.9	103.3	1.0	93.5	103.6
COc1ccc(-c2nc(C#N)c(N3CCCCCC3)o2)cc1OC	101.6	1.7	95.7	101.0	103.1	2.0	109.5	97.4
O=C(O)c1ccc(C(=O)c2ccc3c(c2)C(=O)N(Cc2ccco2)C3=O)cc1	.	8.1	96.2	108.5	99.2	18.0	89.3	101.4
COC(=O)C1=C(C)NC(=O)NC1c1ccc2ccccc2c1 (stereo not drawn)	102.5	4.8	102.9	100.5	103.9	0.0	99.8	99.5
CCCCn1c(=O)c(CCC(=O)OCC(=O)NC(C)c2ccccc2)nc2ccccc21 (stereo not drawn)	97.5	1.1	96.0	100.8	106.8	1.0	95.9	103.2
CCN=C1SC(CC(=O)NCc2ccccc2)C(=O)N1CC (stereo not drawn)	98.3	1.5	96.5	111.9	96.8	0.0	90.1	97.2
COC(=O)c1cc(NC(=O)c2cccs2)ccc1N1CCOCC1	100.3	7.0	92.3	116.2	99.8	0.0	96.8	96.3
COc1ccc(NC(=O)/C(=C/c2cccnc2)NC(=O)c2cccs2)cc1	94.6	6.1	104.7	103.2	100.3	0.0	107.3	103.0
N#CCSc1nc2ccccc2c(=O)n1-c1ccccc1	86.5	-14.9	77.1	102.3	104.7	0.0	105.4	105.0
Clc1ccc(OCc2nnc(-c3ccccc3Br)o2)c(Cl)c1	93.5	1.1	101.1	94.7	99.0	1.0	107.2	99.2
N#Cc1cccc(C(=O)OCC(=O)c2ccc3c(c2)NC(=O)CO3)c1	91.0	-5.6	102.1	79.1	96.9	0.0	108.9	94.8
Cc1cccc(C(=O)OCC(=O)Nc2ccc(N3CCCCC3)cc2)c1O	96.5	2.7	95.3	93.3	100.0	0.0	95.5	95.0
Nc1c(S(=O)(=O)c2ccccc2)c2nc3ccccc3nc2n1/N=C/c1cccc(O)c1	103.3	-3.4	107.4	108.4	92.3	0.0	100.6	.
Cc1[nH]nc(SCC(=O)NC(C)c2ccccc2)c1[N+](=O)[O-] (stereo not drawn)	101.4	19.8	88.4	111.6	99.8	0.0	91.5	95.0
CC(C)NC(=O)c1ccc2c(c1)N(CC(=O)N1CCOCC1)C(=O)C(C)(C)O2	107.4	1.9	107.0	98.4	99.6	2.0	96.1	98.0
COc1cc(F)ccc1S(=O)(=O)NCc1cccnc1	100.7	8.9	102.5	106.0	105.0	2.0	108.0	102.3
Cc1cccn2c(=O)c(/C=C(\C#N)C(N)=O)c(N3CCCCCC3)nc12	102.3	-16.4	98.8	101.5	99.5	1.0	96.1	104.6
O=C(N/N=C/c1sc(=O)[nH]c1-[n+]1ccc2ccccc2c1)c1ccccc1[O-]	99.5	13.8	104.9	98.1	96.6	1.0	100.6	98.0
O=c1c2nnn(Cc3ccccc3)c2ncn1C/C=C/c1ccccc1	95.0	-7.3	99.5	91.1	101.3	0.0	107.7	95.6
CCN1CCc2c(C#N)c(NCc3ccccc3)nc(N(CC)CC)c2C1	103.5	3.4	99.1	93.3	101.4	0.0	91.3	99.3
Cc1ccc(S(=O)(=O)NCc2cccnc2)cc1C(=O)NC1CCCCC1	92.2	-3.3	92.4	103.2	96.1	0.0	91.5	88.5
CC1Cc2nc(SCC(=O)NCCc3ccccc3)n(C)c(=O)c2S1 (stereo not drawn)	96.8	5.1	96.3	103.7	100.3	0.0	105.8	104.0

No enrichment for hits; about 1.7% have a hit in one of these screens.
